High-throughput results deposited in PubChem by National Center for Advancing Translational Sciences (NCATS).
IDH1 R132H inh: human IDH1 R132H inhibition. actives 0.093% (n = 390,000). Potency, µM (series often up to 76.6 µM), for inactives: at the top dose activity change, negative = inhibition, hits mostly inhibitors. O75874. IDH1-R132H enzyme, NADPH consumption, diaphorase/resazurin fluorescence; note: potency is the fitted concentration of half-maximal effect; % is set by controls: 0 for no effect and ±100 for the full control effect; nearly all actives have a fitted effect of over 65% in size
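IDH1-R132H (0.5 ug/mL dispensed) in pH 7.5 Tris buffer was preincubated 30 min with compound, then given a substrate mix of 0.016 mM NADPH and 2 mM alpha-KG for 80 min at room temperature; remaining NADPH was read by diaphorase/resazurin fluorescence.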
TRHR agonist: activates the human TRH receptor | TRHR cells, calcium flux fluo-8, FDSS agonist mode | actives 0.18% (n = 360,000) | activation, % at 2 µM | AID 493084 | P34981; in the data active = activation above about 30%; note: 0% is about no effect
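Steps: seed TRHR cells overnight; add fluo-8 no-wash Ca dye, RT 30 min–1.5 h; record 10 s baseline; pin-transfer compounds; monitor fluorescence 1 cycle/s for the agonist window. Calcium increases flag candidate agonists.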
D2 agonist: agonists of human D2 dopamine receptor. P14416. HEK293 T-REx D2 cells, calcium flux agonist mode. activation, % at 2 µM. actives 0.53% (n = 340,000);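 active = activation over 3 SD above normal in the single-dose calcium agonist read, cut at about 30% in these data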; note: 0% is about no effect
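In this primary screen, compounds producing a positive calcium signal within 180 s of addition to tetracycline-induced, force-coupled HEK293 Trex D2 cells are flagged; cells are dye-loaded with a no-wash calcium kit beforehand.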
D2 antag: antagonists of human D2 dopamine receptor | HEK293 TREx D2 cells, calcium flux, dopamine EC80 | inhibition, % at 10 µM | actives 2% (n = 340,000) | AID 485344; in the data active = inhibition above about 30%; note: 0% is about no effect
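Antagonism is scored as inhibition of an EC80 dopamine-evoked calcium signal in a force-coupled, tetracycline-inducible HEK293 T-REx D2 line, with compound present 180 s before agonist.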
TRHR PAM: allosterically enhances the human TRH receptor. TRHR cells, fluo-8 calcium fluorescence, EC20 TRH enhancement. enhancement, % at 2 µM. actives 0.66% (n = 360,000). P34981. AID 493056; in the data active = enhancement above about 30%; note: 0% is about no effect
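TRHR-expressing cells loaded with fluo-8 calcium dye were read kinetically (ex 480/em 530) during compound addition, then stimulated with an EC20 of TRH (10 nM final). Enhancement of the Gq-mediated intracellular calcium response was scored.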
USP1 inh: inhibitors of human USP1/UAF1 deubiquitinase; O94782; recombinant USP1/UAF1, Ub-Rhodamine cleavage fluorescence; Potency, µM (series often up to 57.1 µM), without a hit: at the top dose activity change, negative = inhibition, most hits filed as inhibitors; actives 0.23% (n = 390,000); AID 743255; note: potency is the fitted concentration of half-maximal effect; % is set by controls: 0 for no effect and ±100 for the full control effect; nearly all actives have a fitted effect of over 60% in size; inactives centre near -12
Target sequence (O94782 whole entry, looked up): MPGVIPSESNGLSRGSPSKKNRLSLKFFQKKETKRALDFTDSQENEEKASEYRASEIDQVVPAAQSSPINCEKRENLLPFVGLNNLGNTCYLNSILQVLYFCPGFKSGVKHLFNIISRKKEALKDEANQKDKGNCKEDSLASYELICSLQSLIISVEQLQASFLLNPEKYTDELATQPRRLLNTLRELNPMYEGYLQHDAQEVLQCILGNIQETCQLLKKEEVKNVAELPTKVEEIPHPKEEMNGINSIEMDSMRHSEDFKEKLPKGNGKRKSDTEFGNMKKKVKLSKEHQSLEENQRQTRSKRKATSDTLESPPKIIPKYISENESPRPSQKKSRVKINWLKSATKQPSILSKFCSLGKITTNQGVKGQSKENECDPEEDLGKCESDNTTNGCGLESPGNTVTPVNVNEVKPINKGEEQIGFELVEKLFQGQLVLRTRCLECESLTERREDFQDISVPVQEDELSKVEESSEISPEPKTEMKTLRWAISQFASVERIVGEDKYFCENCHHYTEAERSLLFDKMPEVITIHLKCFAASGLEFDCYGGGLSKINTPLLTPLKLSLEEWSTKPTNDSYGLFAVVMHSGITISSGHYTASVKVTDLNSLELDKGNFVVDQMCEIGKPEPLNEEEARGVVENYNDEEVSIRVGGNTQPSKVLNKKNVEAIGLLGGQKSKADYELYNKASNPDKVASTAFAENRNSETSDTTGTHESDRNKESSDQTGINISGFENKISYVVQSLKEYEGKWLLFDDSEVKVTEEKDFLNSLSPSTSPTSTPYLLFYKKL
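High-throughput fluorogenic screen: 1nM USP1/UAF1 complex, Ub-Rho substrate 150nM final, 50mM HEPES pH 7.8 with 0.5mM EDTA, 0.1 mg/ml BSA, 1mM TCEP and 0.01% Tween-20.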
Pin1 inh: inhibitors of human Pin1; actives 0.009% (n = 390,000); Potency, µM (series often up to 115 µM), without a hit: at the highest dose activity, negative = inhibition, most hits filed as inhibitors; Pin1 FP peptide displacement, HiFluor488, 10 min; Q13526; active = well fitted inhibition curve with a large enough effect in the polarisation, with a control signal flat, not every such curve was filed as active; inconclusive = small, poorly fitted or top-dose-only effect, or effect the other way, or a change in a side signal; inactive = no such curve, though single readings can be large or run the other way; the % refers to the polarisation; note: potency is the fitted concentration of half-maximal effect; % is set by controls: 0 for no effect and ±100 for the full control effect
Target sequence (Q13526 whole entry, looked up): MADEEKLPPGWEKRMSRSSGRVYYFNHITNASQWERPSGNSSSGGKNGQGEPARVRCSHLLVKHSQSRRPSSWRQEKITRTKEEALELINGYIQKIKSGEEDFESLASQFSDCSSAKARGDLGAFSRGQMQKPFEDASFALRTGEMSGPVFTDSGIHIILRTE
TrxR1 inh: blocks rat thioredoxin reductase 1 | recombinant rTrxR1, NADPH fluorescence consumption, selenite substrate | actives 1% (n = 390,000) | Potency, µM (highest dose often 114 µM), without a hit: at the highest dose activity change, negative = inhibition, actives largely listed as inhibitors | AID 588453; note: potency is the fitted concentration of half-maximal effect; % is set by controls: 0 for no effect and ±100 for the full control effect; nearly all actives have a fitted effect of over 65% in size
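Rat TrxR1 (90 nM in the dispensed reagent) was pre-reduced with 400 uM NADPH for 5 min at room temperature, then incubated with compound for 15 min. After 400 uM selenite was added, NADPH fluorescence (Ex 340/Em 450 nm) was followed for 8 min.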
TrxR1 substrate: rat thioredoxin reductase 1 substrate activity; purified TrxR1 substrate turnover, NADPH consumption readout; O89049; Potency, µM (series often up to 114 µM), without a hit: at the top dose activity change, negative = substrate turnover; actives 0.01% (n = 390,000); note: potency is the fitted concentration of half-maximal effect; % is set by controls: 0 for no effect and ±100 for the full control effect; nearly all actives have a fitted effect of over 50% in size
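Rat TrxR1, dispensed at 90 nM, was prereduced with 400 uM NADPH (final) for 5 min at ~22 deg C, then incubated with compound 15 min before 400 uM selenite. A first-read NADPH fluorescence drop versus no-compound background flagged substrates.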
* hit, by the source's call; ? = inconclusive; / = no result given; [ ] = remark or other dose. Unless noted, calls come from the whole dose curve; as a rule, active = well fitted inhibition curve with a large enough effect; inconclusive = small, poorly fitted or top-dose-only effect; inactive = no such curve, though single readings can be large or run the other way. These rows are one share of the data; rates above refer to the full screens.

SMILES	IDH1 R132H inh	TRHR agonist	D2 agonist	D2 antag	TRHR PAM	USP1 inh	Pin1 inh	TrxR1 inh	TrxR1 substrate
CC(C)C(=O)NC(=S)Nc1ccc(S(=O)(=O)NC2CCCCC2)cc1	-12%	1.3	1.3	-8	-2	-23%	4%	-20%	0%
O=S(=O)(c1ccc(Cl)cc1)c1nc(-c2ccco2)oc1N1CCCCC1	6%	1.5	0.6	8	0	-21%	7%	?	-1%
Cc1ccc(-c2nc3scc(CCNS(=O)(=O)c4ccc(F)c(C)c4)n3n2)cc1	14%	0.4	/	/	-2	-12%	-3%	-6%[57.1 µM]	-5%[57.1 µM]
CCN1C(=NCCOC)N[C@@H](c2cccc(C(F)(F)F)c2)C(C(=O)OC)=C1C	0%	0.8	/	/	-8	-14%	?	6%	0%
CN(C)S(=O)(=O)c1ccc(C(=O)NCC(=O)N/N=C/c2ccccc2)cc1	0%	0.6	-0.1	-10	82*	-5%	3%	10%	-2%
Cc1nn(-c2ccccc2)c(Cl)c1/C=N/NC(=O)C1COc2ccccc2O1 (stereo not drawn)	/	-0.5	-0.7	-1	0	/	/	/	/
CCCN(CCC)S(=O)(=O)c1ccc(Cl)c([N+](=O)[O-])c1	1%	1.9	-0.8	17	11	-1%	-6%	?	1%
CCCc1nc(SCC(=O)N2CCOCC2)c2c(C)c(C)sc2n1	-8%	-1.0	/	/	-3	-16%	55%[activator]	-16%	-12%
Cc1cc(N)n(-c2ccc(S(=O)(=O)N3CCCC3)cc2[N+](=O)[O-])n1	-4%	0.7	-0.5	1	-1	-13%	-2%	-13%	4%
Cc1ccc(C)[n+](CC(=O)c2ccc(-c3ccccc3)cc2)c1	6%	0.5	1.6	-12	-2	5%	3%	7%[57.1 µM]	7%[57.1 µM]
Cc1ccc(-c2cc(-c3cccs3)[nH]n2)c(O)c1	5%	0.5	0.8	3	-1	-6%	-8%	12%[57.1 µM]	8%[57.1 µM]
COc1ccc(CCN2CN(S(=O)(=O)c3ccccc3)c3nc4ccccc4nc32)cc1OC	-2%	0.2	0.1	7	1	-22%	6%	6%[11.4 µM]	0%[11.4 µM]
CCCCOc1ccc(C2OC34CCCCC3C(C#N)(C#N)C2(C#N)C(=N)O4)cc1 (stereo not drawn)	3%	0.6	1.4	5	18	?	?	?	309%[activator]
O=C(CC1CCCCC1)NCc1ccccn1	8%	0.8	0.9	-1	2	-6%	2%	8%	5%
Cc1nnc(-c2cnn(C)c2N)n1Cc1ccccc1	1%	0.3	0.1	5	2	-19%	-4%	-7%	8%
Cc1cc(=O)oc2cc(Oc3ccc([N+](=O)[O-])cc3[N+](=O)[O-])ccc12	2%	-1.3	-1.5	-18	-3	-22%	?	?	7%
CC1=NN(c2ccccc2)C(=O)C1N=Nc1ccccc1 (stereo not drawn)	-3%	-0.9	-0.2	-25	2	-22%	7%	11%[57.1 µM]	9%[57.1 µM]
Nc1nnc(CCCCc2cccs2)o1	12%	0.2	0.4	-6	3	6%	-5%	22%[57.1 µM]	17%[57.1 µM]
CCC(NC(=O)c1cncc(Br)c1)c1ccccc1 (stereo not drawn)	7%	/	/	/	/	-11%	-6%	28%	2%
O=C(CSc1ccnc(=O)[nH]1)NCc1ccc(F)cc1	0%	0.7	1.0	/	1	-16%	-7%	21%[57.1 µM]	2%[57.1 µM]
COc1ccc(/C=C\c2onc(C)c2S(=O)(=O)N2CCC(C(=O)Nc3ccc(C)c(F)c3)CC2)cc1	6%	2.5	0.6	/	6	-24%	-5%	14%	7%
COc1cccc(/C=N/n2c(SC)nnc2-c2ccccc2)c1OC	4%	0.2	-0.4	-11	-3	-19%	2%	7%	3%
CCOC(=O)COc1ccc2c3c(c(=O)oc2c1C)CCC3	0%	-1.6	-0.5	7	-8	-10%	-2%	1%	14%
CCc1ccc(NC(=O)c2ccc(OC)c([N+](=O)[O-])c2)cc1	7%	-0.5	-2.4	-11	10	-19%	-1%	8%	-7%
O=C(CCc1nnc(CCC2CCCCC2)o1)NCc1ccon1	-7%	-2.0	0.0	3	1	5%	-15%	7%	-5%
S=C(Nc1ccc(Br)cc1)N1CCn2cccc2C1c1cccnc1 (stereo not drawn)	-5%	0.1	-0.6	-21	4	-4%	-1%	18%[57.1 µM]	-5%
COC(=O)c1ccc(OCCOc2ccc(C(=O)OC)cc2)cc1	10%	-1.4	-0.6	0	1	10%	-8%	8%	-2%
O=C(Nc1ccccc1N1CCOCC1)c1cccc(F)c1	3%	0.0	0.1	0	1	-10%	-5%	21%[57.1 µM]	-2%[57.1 µM]
CN(c1ccccc1)S(=O)(=O)c1ccc(Cl)c(C(=O)Nc2nc3ccccc3[nH]2)c1	-5%	0.5	-1.0	-7	2	-9%	-1%	7%	1%
NS(=O)(=O)c1ccc(CCNC(=O)CCC2COc3ccccc3O2)cc1 (stereo not drawn)	-1%	0.0	-0.3	21	-2	0%	-1%	7%[57.1 µM]	11%[57.1 µM]
O=C(N/N=C/c1ccccn1)c1ccc(Cl)cc1	-4%	0.3	1.1	11	-3	-17%	2%	4%	1%
COC(=O)[C@H](Cc1c[nH]c2ccccc12)NC(=O)CCCc1c[nH]c2ccccc12	-4%	-0.1	0.4	-29	2	-20%	-3%	29%	-1%
COc1ccccc1/C=C/C=N/n1c(C)nnc1C	2%	-0.6	1.6	13	-3	-3%	-5%	12%[57.1 µM]	4%[57.1 µM]
Cc1cccc(C)c1NC(=O)CN(C)C(=O)/C=C/c1cccs1	-1%	0.0	1.0	-6	-1	-11%	-1%	1%	-5%
CC1(C)C(=O)N(c2ccccc2)C(=O)c2ccccc21	-1%	/	/	/	/	3%	-10%	22%	1%
O=C(Nc1ccc(Cl)cc1)c1cc2c(Cl)nc3ccccc3c2s1	25%	0.6	/	/	48*	-12%	-2%	19%	-3%
COc1ccc(CNC(=O)CN2C(=O)CCn3nc(-c4cn(C)c5ccccc45)cc32)cc1	-6%	0.0	/	/	18	-14%	5%	17%[57.1 µM]	-1%[57.1 µM]
COc1ccccc1N1CCN(Cc2ccco2)CC1	3%	0.0	4.1	-11	0	-14%	-13%	-9%	0%
O=C(O)Cc1ccc(O)c(O)c1	-4%	-0.3	0.1	-33	-8	-18%	-11%	7.5µM*	9%[57.1 µM]
COc1ccc(N2C(=NC(=O)C3CCCCC3)SC3CS(=O)(=O)CC32)cc1 (stereo not drawn)	0%	0.4	0.3	-6	3	-13%	-8%	6%	1%
Clc1ccc(CNc2ccccn2)cc1	0%	-3.2	0.1	14	0	-12%	-1%	4%	5%
COc1cccc(COc2cc3ccccc3nc2C)c1	19%	-0.5	1.6	-2	1	?	-7%	-6%	-6%
CC(=O)Nc1sc2c(c1C(c1ccccc1)N1CCOCC1)CCCC2 (stereo not drawn)	4%	-0.8	0.9	0	-7	-20%	-2%	-4%	-3%
C1CCC(c2nn3c(-c4n[nH]c5c4CCC5)nnc3s2)CC1	0%	-2.4	0.8	-2	4	-2%	-1%	-4%[57.1 µM]	-8%
O=C(Nc1cccc(S(=O)(=O)N2CCOCC2)c1)c1ccc(=O)[nH]c1	4%	/	/	/	/	-21%	-14%	-8%	-6%
CCCc1cc(=O)[nH]c(SCC(=O)N2CCc3ccccc3C2)n1	12%	-1.1	-1.1	-15	18	-10%	-1%	12%	2%
COC(=O)C(C)NC(=O)C12CC3CC(CC(C3)C1)C2 (stereo not drawn)	3%	0.4	0.0	7	-4	-2%	5%	6%[57.1 µM]	9%[57.1 µM]
CCSc1nc2c(c(=O)[nH]1)C(c1ccncc1)C(C(=O)OC(C)C)=C(C)N2 (stereo not drawn)	-7%	-0.2	0.1	-6	2	-21%	-1%	-1%[57.1 µM]	-3%[57.1 µM]
CCN1CCN(C(=O)CCN2C(=O)c3ccccc3C2=O)CC1	12%	0.6	-0.2	-6	-5	-11%	?	14%[57.1 µM]	5%[57.1 µM]
COc1cc2c(C(=O)O)c(C)n(C)c2c2ccccc12	17%	0.6	-0.4	-3	-1	-29%	-3%	20%	30%[activator]
Going on with the list.
SMILES	IDH1 R132H inh	TRHR agonist	D2 agonist	D2 antag	TRHR PAM	USP1 inh	Pin1 inh	TrxR1 inh	TrxR1 substrate
CCSc1nnc(NC(=O)c2ccccc2)s1	13%	0.4	1.0	-11	0	-26%	2%	2%[57.1 µM]	6%[57.1 µM]
CCCS(=O)(=O)N1CCCC(C(=O)NCCN(C)Cc2ccccc2)C1 (stereo not drawn)	2%	-0.1	0.2	-4	3	-6%	-13%	7%	1%
Cn1c(C(=O)N2CCCC(Nc3ccc(F)cc3)C2)cc2ccccc21 (stereo not drawn)	11%	0.3	1.0	8	1	-24%	-9%	21%	1%
CCn1c(=O)c([N+](=O)[O-])c(NCc2ccco2)c2ccccc21	3%	-1.2	-1.7	2	0	0%	2%	10%	-2%
O=C(COc1ccc(Br)cc1Cl)NC(=O)NCc1ccccc1	1%	0.0	0.5	1	-2	-20%	-10%	-3%	-6%
COc1ccccc1/C=N/NC1=NCCCCC1	1%	0.1	/	/	-2	-7%	1%	15%	7%
Cc1c(NC(=O)CCCOc2ccccc2)cccc1[N+](=O)[O-]	6%	0.6	0.8	-1	1	-6%	1%	1%	-9%
C/C(CCN1CCCCc2nc(C)c(C)cc21)=N\O[C@@H](C)c1cn([C@H](CO)Cc2ccccc2)nn1	/	-0.2	-0.1	-21	2	/	/	/	/
